CHRM1 PAM: human M1 muscarinic receptor positive allosteric modulators, primary screen, CHO-K1 cells, Fluo-8 calcium fluorescence, 1536-well; CHO-K1 hM1, ACh EC20; 0% = ACh EC20, 100% = maximal ACh; Muscarinic acetylcholine receptor M1 (Homo sapiens), P11229; activation, % at 3 µM; hit rate 0.088% among 360,000; in the data active means activation above about 19%, passing the limit was not always enough
Target sequence (P11229 whole entry, looked up): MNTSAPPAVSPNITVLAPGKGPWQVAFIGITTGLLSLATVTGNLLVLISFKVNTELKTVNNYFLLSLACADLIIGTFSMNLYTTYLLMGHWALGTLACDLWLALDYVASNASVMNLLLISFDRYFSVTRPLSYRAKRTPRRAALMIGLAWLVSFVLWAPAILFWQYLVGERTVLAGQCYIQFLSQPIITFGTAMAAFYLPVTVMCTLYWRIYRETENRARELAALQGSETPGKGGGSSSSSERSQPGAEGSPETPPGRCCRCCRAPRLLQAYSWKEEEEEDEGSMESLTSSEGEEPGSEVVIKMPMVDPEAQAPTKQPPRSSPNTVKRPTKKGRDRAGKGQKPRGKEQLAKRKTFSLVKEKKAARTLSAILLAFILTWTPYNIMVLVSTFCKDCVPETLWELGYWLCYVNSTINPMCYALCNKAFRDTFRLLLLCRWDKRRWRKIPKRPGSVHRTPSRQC
CHRM1 agonist: human M1 muscarinic receptor agonists, primary screen, Fluo-8 calcium fluorescence, CHO-K1 cells, HTS | CHO-K1 hM1, agonist mode; 0% DMSO, 100% acetylcholine EC100 | hit rate 0.33% among 360,000 | AID 588814, 2011 | Muscarinic acetylcholine receptor M1 (Homo sapiens), P11229 | activation, % at 3 µM;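 active means activation above the run's mean compound activation plus 3 SD, cut at about 16% in these data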;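 further: peak over basal fluorescence ratio within a 140 s kinetic read after compound addition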
TAAR1 ag: human TAAR1 agonists, primary screen, Fluo-8 calcium fluorescence, CHO RD-HGA16 cells; activation, % at 3 µM; AID 624467, 2012; vehicle wells 0%, saturating PEA agonist 100%; Trace amine-associated receptor 1 (Homo sapiens), Q96RJ0; hit rate 0.99% among 360,000;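 active means activation above the mean activation of all test compounds in the run plus 3 SD, cut at about 38% in these data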
Target sequence (Q96RJ0 whole entry, looked up): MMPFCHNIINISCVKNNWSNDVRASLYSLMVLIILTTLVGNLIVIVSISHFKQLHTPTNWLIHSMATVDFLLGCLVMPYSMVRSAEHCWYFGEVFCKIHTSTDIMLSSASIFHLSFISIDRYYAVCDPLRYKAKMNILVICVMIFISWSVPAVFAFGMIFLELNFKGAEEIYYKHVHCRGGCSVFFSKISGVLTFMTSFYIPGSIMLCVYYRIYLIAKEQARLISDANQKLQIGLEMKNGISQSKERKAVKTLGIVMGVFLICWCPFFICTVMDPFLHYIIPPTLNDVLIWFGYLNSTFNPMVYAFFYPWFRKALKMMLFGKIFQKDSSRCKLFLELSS
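Repeats: no replicates (n 1) | Material: CHO-derived RD-HGA16 cells with stable Gα16 and human TAAR1 | Technique: Kinetic Fluo-8 calcium fluorescence | Schedule: 17-24 h seeding, 75 min 37 °C dye, 30 min RT | Evaluation: % activation from peak over basal fluorescence ratio, DMSO-to-PEA scaled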
CHO-K1 Ca ag: counter-screen for M1 agonists: effect in parental CHO-K1 cells; Fluo-8 calcium fluorescence; scaled to maximal ATP response, vehicle zero; hit rate 0.48% among 360,000; activation, % at 3 µM; AID 602248, 2012; in the data active means activation above about 15%;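 further: untransfected CHO-K1 host cells lacking M1 receptor as counterscreen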
CHO parental Ca: ATP-evoked calcium signal inhibitors, parental CHO, primary screen, counter-screen for OX1R antagonist project, cell-based, fluorescence, Fluo-8 calcium dye | parental CHO-K1, ATP-induced calcium, Fluo-8 fluorescence | inhibition, % at 5.6 µM | hit rate 0.63% among 330,000 | AID 463079, 2010;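 active means inhibition above that plate's mean sample inhibition plus 3 SD, cut at about 26% in these data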;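 further: 0% = ATP-challenged DMSO wells and 100% = DMSO wells without ATP; some compounds past the cut are filed as inactive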
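Material: Parental CHO cells | Reagent: ATP | Compound dosing: Single nominal dose of 5.6 µM per compound | Detection: Intracellular calcium via Fluo-8 no-wash fluorescent dye | Read-out: % inhibition of ATP-induced calcium mobilization | Benchmarks: Low control ATP plus DMSO, high control DMSO only | Replicates: Singlicate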
M1 PAM parental: nonselective calcium activators in parental CHO-K1 cells, primary screen, counter-screen for M1 PAM project, cell-based, Fluo-8 calcium fluorescence, full deck, 1536-well; ATP EC20; 0% at ATP EC20, 100% at ATP max; activation, % at 3 µM; hit rate 0.02% among 360,000; AID 602247, 2012;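 active means activation above the run cutoff, the mean activation of all test compounds plus 3 SD, cut at about 40% in these data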;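 further: peak over basal fluorescence ratio in a 140 s read after ATP addition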
CHO-K1 Ca antag: nonselective inhibitor or artifact in parental CHO-K1 cells. ATP-induced calcium, Fluo-8 fluorescence. inhibition, % at 3 µM. hit rate 0.6% among 360,000. AID 602250;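 active means inhibition above a per-plate cutoff, the plate's mean sample inhibition plus 3 SD, cut at about 24% in these data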;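 further: 0% = DMSO plus EC80 ATP and 100% = DMSO alone without ATP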
CHRM1 antagonist: human M1 muscarinic receptor antagonists, primary screen, CHO-K1 cells, Fluo-8 calcium fluorescence, 1536-well. Muscarinic acetylcholine receptor M1 (Homo sapiens), P11229. CHO-K1 hM1, ACh EC80 antagonist. inhibition, % at 3 µM. hit rate 1.3% among 360,000;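 active means percent inhibition above its own plate's cutoff, namely the mean of that plate's compound wells plus 3 SD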;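 further: peak over basal fluorescence ratio during 140 s after agonist addition; 0% = ACh EC80 plus DMSO and 100% = DMSO alone without agonist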
TAAR1 antag: human TAAR1 antagonists, primary screen, Fluo-8 calcium fluorescence, CHO RD-HGA16 cells. Trace amine-associated receptor 1 (Homo sapiens), Q96RJ0. antagonist. inhibition, % at 3 µM. hit rate 1.5% among 360,000. AID 624466, 2012;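 active means inhibition above a per-plate cutoff, the mean inhibition of test compounds on that plate plus 3 SD, cut at about 49% in these data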;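 further: 0% = DMSO plus EC80 beta-PEA response and 100% = DMSO alone without agonist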
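Test system: CHO RD-HGA16 cells bearing hTAAR1 | Reagent: β-PEA, EC80 | Compound dosing: 3 µM, single point | Schedule: Dye loading 75 min at 37 °C, then 30 min room temperature | Signal: Calcium fluorescence with Fluo-8 | Evaluation: Percent inhibition of PEA-evoked calcium signal, max/basal emission ratio | Control set: DMSO-only wells and EC80 β-PEA-stimulated wells | Repeats: Singlicate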
* marks the source's active call; other numbers are inactive results; nt = not tested or not shown.

SMILES | CHRM1 PAM | CHRM1 agonist | TAAR1 ag | CHO-K1 Ca ag | CHO parental Ca | M1 PAM parental | CHO-K1 Ca antag | CHRM1 antagonist | TAAR1 antag
CN1C(=O)CN=C(c2ccc[nH]2)c2cc(Cl)ccc21 (tested in a mixture with another compound) | 9 | -2 | 0 | 2.8 | nt | 5 | 7 | -14 | -2
C[C@]12CCC3C(CC[C@H]4C[C@@H](O)CC[C@]34C)C1C[C@H](Br)[C@@H]2O (stereo not given in full) | -10 | 0 | 8 | 6.3 | -2 | 17 | -5 | -5 | 27
O=c1[nH]c2ccccc2n1C1CCN(C(c2nnnn2C2CCCC2)C2CC2)CC1 (stereo not given) | -4 | 4 | 26 | 6.1 | nt | -9 | -1 | 8 | 40
Clc1ccccc1NC1=NCCCS1 | -1 | -14 | 1 | 0.9 | -12 | 9 | -14 | 1 | 0
C/C=C1\NC(=O)[C@H](C)NC(=O)[C@@H](NC(=O)[C@H](Cc2ccc(O)cc2)NC(=O)[C@@H](NC(=O)/C(C)=C/C)C(C)C)[C@@H](C)OC(=O)[C@H](CCCc2ccc(O)cc2)NC(=O)[C@@H](CCC(=O)O)NC1=O | 21 | 1 | 2 | 0.6 | nt | 9 | 17 | -21 | -12
O=C(c1ccc(Cl)cc1)C1CCCN(Cc2cccc3cccnc23)C1 (stereo not given) | -24 | -4 | 4 | 8.7 | -28 | 16 | -18 | 58* | -28
O=C1NCCN2CCCC12 (stereo not given) | 6 | -3 | 2 | -0.3 | 1 | 10 | -6 | 0 | 9
COc1ccc(CNCCc2c[nH]c3ccccc23)c(OC)c1OC | 5 | -5 | 1 | 3.6 | -16 | 14 | -3 | -9 | 14
Cc1ccccc1-[n+]1c(-c2ccccc2)cc(-c2ccccc2)cc1-c1ccccc1 | -28 | -8 | 9 | 4.8 | 54* | -3 | 6 | 65* | 38
CC(=O)c1cn(Cc2ccc(C#N)cc2)c2ccccc12 | 6 | -2 | 6 | 2.2 | -9 | 8 | 3 | -4 | 11
CCOP(=O)(OCC)C(NC(=O)c1cccc([N+](=O)[O-])c1)C(Cl)(Cl)Cl (stereo not given) | 19 | 2 | 1 | 0.5 | -18 | 24 | -13 | -10 | -4
CCCCn1c(O)c(C(C)=NCc2ccco2)c(=O)[nH]c1=O | 2 | 0 | 3 | -0.2 | -17 | -4 | -2 | -2 | -25
COc1ccc(OC)c(N=Cc2c(O)n(Cc3ccccc3)c(=S)[nH]c2=O)c1 | 19 | -1 | 20 | 0.0 | -8 | -13 | -4 | -18 | -32
CCOc1ccccc1NC(=O)N1CCC2(CC1)OCCO2 | 7 | -3 | 0 | 1.1 | -3 | 4 | -10 | -4 | 10
COC(=O)C1=C(c2ccc(F)cc2F)C[C@@H]2CC[C@H]1N2C(=O)NC1Cc2ccccc2C1 | -5 | -10 | -1 | -0.7 | -31 | -19 | 17 | 4 | 11
COC(=O)C1=C(c2cccc(NC(C)=O)c2)C[C@@H]2CC[C@H]1N2C | 1 | -4 | 6 | 0.6 | -11 | 12 | -16 | -8 | 23
COP(=O)(/C=C(\Cl)c1ccccc1)/C=C(\Cl)c1ccccc1 | -5 | -6 | 1 | 1.7 | -2 | 11 | -8 | 6 | -8
Clc1cccc(CNCCc2ccc3c(c2)OCO3)c1 | 2 | -6 | 1 | 3.0 | -22 | 6 | -16 | -3 | -7
COC1=CC(=O)OC(/C=C/c2ccccc2)C1 (stereo not given) | -3 | -1 | 0 | 0.4 | -14 | -9 | 46* | -21 | 1
O=C(O)CCn1cc(C=C2C(=O)NC(=O)NC2=O)c(-c2cc3ccccc3oc2=O)n1 | 4 | -4 | 0 | 0.4 | 0 | 15 | -11 | -2 | 5
O=C1/C(=C\c2cc3c(cc2Br)OCO3)N2CCC1CC2 | -18 | -14 | nt | -0.4 | -15 | 2 | -3 | 5 | nt
C[C@H](CO)N1C[C@H](C)[C@@H](CN(C)C(=O)Oc2ccccc2)OCc2cnnn2CCCC1=O | 3 | -3 | 1 | 1.3 | nt | 17 | -8 | -11 | -1
CCCCCP(=O)(O)c1ccccc1 | 4 | -1 | 9 | 0.1 | 2 | 7 | 1 | 7 | 11
COc1ccc(OC)c(NC2=NCCS2)c1 | 3 | -7 | 1 | 1.2 | -15 | 7 | -17 | -6 | -2
COC(=O)C1=C(c2ccc(-c3ccccc3)c(F)c2)C[C@@H]2CC[C@H]1N2C(=O)NCc1ccco1 | -3 | -7 | -1 | -0.8 | -25 | -5 | -9 | 11 | -4
C=CCn1c(O)c(C(C)=NCC2CCCO2)c(=O)[nH]c1=O (stereo not given) | 7 | -5 | 0 | 1.8 | 8 | 17 | -11 | -11 | -33
CN1CCN(C(=O)Cc2ccccc2)CC1 | 4 | -8 | 0 | 1.2 | 0 | 12 | -6 | -8 | -1
C[N+](C)(C)CC1CCCC1=O (stereo not given) | 7 | -2 | 3 | 0.7 | nt | 27 | -23 | -15 | 8
CCc1cccc(CC)c1N(COC)C(=O)CCl | 6 | -1 | -1 | -0.9 | nt | -24 | 12 | -3 | 7
Cc1cccc(-n2c(O)c(C=NCCCN3CCOCC3)c(=O)[nH]c2=O)c1C | 5 | 0 | -1 | 0.5 | 0 | -3 | 3 | -1 | 5
O=C(c1ccc(Cl)cc1)N1CCC2(CC1)OCCO2 | 8 | -4 | 0 | 0.8 | 8 | 12 | -2 | -14 | -5
CC(=O)c1ccc(OCC(=O)N2CCCC(N(C)Cc3ccccc3)C2)cc1 (stereo not given) | 3 | -6 | 2 | 0.1 | -9 | 3 | 0 | -2 | -9
O=C(N/N=C/c1c(O)n(CCc2ccccc2)c(=O)[nH]c1=O)c1ccncc1 | 5 | -3 | 5 | -0.1 | -7 | -2 | 5 | -5 | -23
O=C(Cc1ccccc1)OCC(=O)c1ccccc1 | 7 | -3 | -1 | -0.2 | nt | 6 | 2 | -10 | -18
Cc1cc(Cl)ccc1C(=O)C1CCCN(Cc2ccon2)C1 (stereo not given) | 8 | -6 | 3 | 1.6 | -15 | 16 | -13 | -7 | -24
O=C(CN1CCN(C(=O)COc2cccc(F)c2)CC1)Nc1ccc(Cl)c(C(F)(F)F)c1 | -5 | -1 | 13 | 4.8 | -10 | -8 | -4 | 15 | -7

Compound profiles (already shown):
CN1CCN(C(=O)Cc2ccccc2)CC1 in the list: CHRM1 PAM = 4; CHRM1 agonist = -8; TAAR1 ag = 0; CHO-K1 Ca ag = 1.2; CHO parental Ca = 0; M1 PAM parental = 12; CHO-K1 Ca antag = -6; CHRM1 antagonist = -8; TAAR1 antag = -1
O=C(Cc1ccccc1)OCC(=O)c1ccccc1 in the list: CHRM1 PAM = 7; CHRM1 agonist = -3; TAAR1 ag = -1; CHO-K1 Ca ag = -0.2; CHO parental Ca = nt; M1 PAM parental = 6; CHO-K1 Ca antag = 2; CHRM1 antagonist = -10; TAAR1 antag = -18

The list goes on:
SMILES | CHRM1 PAM | CHRM1 agonist | TAAR1 ag | CHO-K1 Ca ag | CHO parental Ca | M1 PAM parental | CHO-K1 Ca antag | CHRM1 antagonist | TAAR1 antag
COc1cccc(C(=O)C2CCCN(Cc3ccc(F)cc3)C2)c1 (stereo not given) | -21 | -10 | 1 | -0.4 | -16 | 5 | -9 | 21 | -27
C[C@]12CC[C@H](O)CC1C(=O)CC1C2CC[C@@]2(C)C1CC[C@@H]2O (stereo not given in full) | 4 | -6 | 2 | 1.4 | -2 | 26 | -18 | -13 | -3
COC(=O)C1=C(c2cc3ccccc3o2)C[C@@H]2CC[C@H]1N2C(=O)N1CCCC1 | 7 | -10 | 4 | -1.1 | -7 | 2 | -8 | -2 | -5
COc1ccccc1CCNCc1cccc(C(F)(F)F)c1 | 4 | -3 | 9 | 1.1 | -14 | 10 | -6 | -10 | 22
CC(C)N(Cc1ccco1)/N=C/c1c(O)n(Cc2ccccc2)c(=O)[nH]c1=O | 4 | -4 | 1 | -0.1 | -19 | -17 | 11 | -2 | -40
O=C(Cn1cc(C=C2C(=O)NC(=O)NC2=O)c2ccccc21)NCC1CCCO1 (stereo not given) | 6 | -9 | 4 | 1.8 | 8 | 8 | -6 | -4 | 7
C[C@H]1CCCC(=O)CCC/C=C/c2cc(O)cc(O)c2C(=O)O1 | 10 | 3 | 12 | 1.7 | -8 | 14 | -7 | -35 | -22
CCCCn1c(=O)c(C(=O)Nc2ccc(C)cn2)c(O)c2ccccc21 | 19 | 2 | nt | -0.2 | -5 | 10 | -1 | -23 | nt
CCC(=O)N1c2ccc(S(=O)(=O)CCC(=O)N3CCC4(CC3)OCCO4)cc2CC1C (stereo not given) | -1 | -2 | 5 | 0.6 | -17 | 12 | -6 | -15 | 6
C[C@]12CCC3[C@@H](CCC4=CC(=O)CC[C@@]43CO)C1CCC2=O (stereo not given in full) | 2 | -3 | 5 | 1.9 | -6 | 0 | -12 | 0 | 3
CCN(CC)c1ccc(CC2C(=O)N(C)C(=O)N(C)C2=O)cc1 | 4 | -5 | nt | 3.6 | -13 | 13 | -5 | -8 | nt
O=c1cccc2n1CC1CC2CN(c2ncnc3c2cnn3-c2ccccc2)C1 (stereo not given) | 1 | -6 | 4 | 0.2 | -16 | 0 | -9 | 0 | 8
CCCCn1c(N)c(N(CCOC)C(=O)CN2CC=C(c3ccccc3)CC2)c(=O)[nH]c1=O | 10 | -5 | 15 | 0.3 | -18 | -3 | -10 | -16 | -11
O=C(c1cc(-c2cccnc2)nc2ccc(Cl)cc12)N1CCC2(CC1)OCCO2 | 0 | -2 | 11 | 1.7 | -5 | 9 | 0 | -3 | 9
COc1ccc(C(=O)OCC2CN2c2cccc([N+](=O)[O-])c2)cc1 (stereo not given) | nt | nt | 2 | 6.5 | nt | -6 | -2 | nt | 6
CN1CCN2c3ccc(N)cc3CC3(C(=O)NC(=O)NC3=O)C2C1 (stereo not given) | 17 | 0 | 1 | 0.1 | nt | 0 | 6 | -24 | 6
O=C1Nc2ccccc2Sc2ccccc21 | 2 | -6 | -1 | 0.0 | -17 | -2 | -5 | -7 | 5

Assay outcomes (PubChem)

The list is partial; the hit share may differ from the screen's.
